Screening data as filed in PubChem.
MC4R antagonist: blocks human MC4R cAMP signaling. AID 540295. MC4R-expressing cells, MTII-stimulated cAMP, LANCE TR-FRET. 0.48% of 360,000 active. inhibition, % at 6.5 µM;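 active = inhibition above its plate's cutoff, the mean of tested wells on that plate plus 3 SD, cut at about 29% in these data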;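 note: 0% = Melanotan II alone and 100% = Melanotan II plus saturating MCL0020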
Target sequence (P32245 whole entry, looked up): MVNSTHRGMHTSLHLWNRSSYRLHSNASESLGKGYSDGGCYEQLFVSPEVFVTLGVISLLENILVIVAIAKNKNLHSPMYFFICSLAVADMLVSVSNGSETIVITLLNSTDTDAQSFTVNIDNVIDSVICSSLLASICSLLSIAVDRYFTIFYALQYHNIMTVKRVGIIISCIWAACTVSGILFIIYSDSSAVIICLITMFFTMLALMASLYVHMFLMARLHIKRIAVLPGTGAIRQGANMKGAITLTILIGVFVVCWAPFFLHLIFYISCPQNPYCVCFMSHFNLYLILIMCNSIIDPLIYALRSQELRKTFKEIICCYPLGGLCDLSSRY
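Assay system: U2OS-MC4R stable cell line; Also added: Melanotan II; Technique: Eu-cAMP/anti-cAMP TR-FRET, emission 671 nm; Times: 30-min compound, 1-h challenge, 1-h detection, room temperature.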
CaV13 FRET inh: Disruptors of the CACNA1D IQ motif to Ca2+-dependent inactivation inhibitor domain association, primary screening, Förster resonance energy transfer in intact living …; HEK cells, CFP/YFP FRET ICDI-IQ, plate reader, 10 min; percent FRET-ratio fall versus neutral wells; inhibition, % at 12.3 µM; 0.098% of 340,000 active;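 active = mean replicate inhibition of at least 30% and at least 1% of replicates passing that level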;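 note: 0% = median of the neutral control wells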
Glyco luc inh: blocks N-linked glycosylation in D54 reporter cells | D54 ERlucT glycosylation luciferase reporter, 24 h; percent of 100 nM tunicamycin response | reporter increase, % at 12.5 µM | 0.23% of 360,000 active;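 active = mean luciferase reporter signal, scaled so untreated is 0 and the glycosylation-blocking control 100, at or above a set limit in every replicate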;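 note: luciferase carries N-glycosylation sites so blocking glycosylation raises the light; 0% = median of neutral control wells and 100% = median of 100 nM tunicamycin wells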
Exocytosis inh: lytic granule exocytosis inhibition; TALL-104 LAMP-1 surface exposure, flow cytometry; cells stimulated with thapsigargin and PMA; inhibition, % at 10 µM; 0.66% of 360,000 active; AID 651702;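 active = inhibition above about 55%, limit read from the data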
HTR2A ag: mouse HTR2A agonism via beta-arrestin recruitment | 0.66% of 360,000 active | P35363 | activation, % at 7.6 µM | CHO-K1 mHTR2A beta-arrestin complementation, luminescence; percent of 30 µM serotonin response;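 active = activation above a run cutoff, the mean activation of all tested compounds plus 3 SD, cut at about 14% in these data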;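 note: 0% = plate median of compound wells and 100% = 30 µM serotonin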
Target sequence (P35363 whole entry, looked up): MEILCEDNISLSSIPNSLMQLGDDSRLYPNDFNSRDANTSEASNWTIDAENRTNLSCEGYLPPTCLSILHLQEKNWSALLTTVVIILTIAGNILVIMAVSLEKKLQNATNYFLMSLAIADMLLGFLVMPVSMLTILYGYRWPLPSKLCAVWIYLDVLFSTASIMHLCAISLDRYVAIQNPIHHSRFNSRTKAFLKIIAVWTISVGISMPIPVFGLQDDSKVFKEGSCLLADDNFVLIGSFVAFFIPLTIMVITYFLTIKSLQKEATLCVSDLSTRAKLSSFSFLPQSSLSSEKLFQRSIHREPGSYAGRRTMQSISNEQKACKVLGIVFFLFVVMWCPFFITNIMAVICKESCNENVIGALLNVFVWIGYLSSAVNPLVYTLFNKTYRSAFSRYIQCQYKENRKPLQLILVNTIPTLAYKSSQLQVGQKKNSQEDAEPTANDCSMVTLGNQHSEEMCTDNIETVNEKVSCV
MC4R barr agon: human MC4R agonism via beta-arrestin. P32245. U2OS MC4R beta-arrestin complementation, luminescence; percent of melanotan II response, DMSO zero. activation, % at 8.9 µM. 0.98% of 360,000 active. AID 540308;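 active = activation above a per-plate cutoff, the mean activation of sample wells on that plate plus 3 SD, cut at about 8% in these data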
ABCB6 inh MLPCN: blocks the human ABCB6 transporter. Q9NP58. K562-ABCB6 porphyrin accumulation, flow cytometry, 1 h; active compounds read low. fluorescence ratio to DMSO, % at 10 µM. 0.19% of 360,000 active. AID 602162;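 active = fluorescence ratio to DMSO below 75%, the collection mean minus 3 SD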;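 note: signal is porphyrin accumulated inside mitochondria; 100% equals median channel fluorescence of DMSO control wells; lower ratio means ABCB6 inhibition with less porphyrin fluorescence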
H9c2 protect: modulators protecting cardiomyocytes from myocardial damage; H9c2 cardiomyocytes, H2O2 injury protection, ATPLite, 2 h; protection from H2O2 cell death, % at 20 µM; 0.63% of 360,000 active; AID 588492;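 active = compounds giving at least 50% protection of heart cells from peroxide-induced death in the single-dose screen, raw or plate-pattern-corrected value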;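 note: 0% = DMSO wells with peroxide and 100% = DMSO wells without peroxide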
PDI turbidity: blocks human protein disulfide isomerase activity. P07237. PDI insulin aggregation turbidity, A650, 90 min. inhibition, % at 10 µM. 0.052% of 350,000 active. AID 588391;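 active = mean inhibition across replicates of 30% or more, whatever share of single replicates reach that level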;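 note: absorbance from insulin aggregation driven by PDI reduction with DTT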
ABHD5 PLIN5 PPI: ABHD5-PLIN5 protein interaction inhibition; Q00G26+Q8WTS1; Split G. princeps luciferase complementation, luminescence, 4 h; inhibition, % at 4 µM; 0.78% of 360,000 active;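 active = inhibition above the mean inhibition across every tested compound plus 3 SD, cut at about 22% in these data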;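 note: 0% = DMSO only wells and the 100% control is not disclosed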
Starred values were filed as active, the others as inactive; . = no result given.

molecule	PDI turbidity	ABHD5 PLIN5 PPI	MC4R barr agon	MC4R antagonist	HTR2A ag	Glyco luc inh	H9c2 protect	CaV13 FRET inh	Exocytosis inh	ABCB6 inh MLPCN
COCC(O)CSc1nc(C)[nH]c1[N+](=O)[O-] (centres undefined)	-0.9	2.7	-3.2	0.2	2.3	1.1	3.7	.	-12.3	100.0
Cc1ccc(C(=O)CN2/C(=C(\O)c3ccccc3)C(=O)c3ccccc3S2(=O)=O)c(C)c1	16.7	1.3	12.4*	-2.5	9.8	0.4	2.0	.	-1.2	97.0
COc1c(OC(C)=O)ccc(/C=C/c2ccc3ccccc3n2)c1[N+](=O)[O-]	16.1	-2.1	0.6	7.0	-5.3	-5.9	-14.4	-8.7	-0.9	98.0
C[C@H](CO)N1C[C@H](C)[C@@H](CN(C)C(=O)Nc2ccc(C(F)(F)F)cc2)Oc2ccc(NC(=O)Nc3ccc4c(c3)OCO4)cc2C1=O	12.9	-1.6	-1.1	7.2	-5.7	1.6	1.2	-4.0	0.8	100.0
Cc1nn(C(=O)c2nn(C)cc2[N+](=O)[O-])c(C)c1Br	-6.0	7.0	-2.4	5.8	29.9*	-0.2	-2.8	1.8	1.8	91.0
COc1ccc(C2=NOC(Cn3nc(-c4ccccc4)cc3C(=O)NCc3cccc(Br)c3)C2)cc1 (centres undefined)	-1.8	-4.8	1.9	12.1	0.4	-1.6	-4.2	-5.6	-8.1	95.0
COc1ccc(C(C)=O)cc1CSCc1cc(C(C)=O)ccc1OC	-1.5	6.4	1.0	4.5	-5.7	-2.2	9.9	-3.5	29.0	94.0
C=C1CCC(OC(C)=O)C2(C)CCC3C(C)C(=O)OC3C12O (centres undefined)	0.0	0.1	-2.3	2.9	-5.0	1.1	0.8	-2.5	-26.3	97.0
CCOC(=O)C1=CCN(S(=O)(=O)c2ccccc2Br)C1c1ccc(F)cc1 (centres undefined)	.	3.4	.	.	-2.3	0.3	-0.3	-6.1	-1.5	98.0
CN(CC(=O)Nc1ccccc1Cl)C(=O)C1CSC2(C)CCC(=O)N12 (centres undefined)	3.2	-4.5	-1.1	6.3	0.0	0.9	3.6	-1.8	-1.2	94.0
COCCn1c(=O)[nH]c2cc(C(=O)Nc3cccc(C(C)=O)c3)ccc2c1=O	5.4	-1.6	-1.6	3.9	0.7	0.9	14.9	.	-8.4	104.0
O=C(Nc1ccccc1C(=O)NCc1ccco1)c1ccco1	11.0	8.0	-2.5	-5.6	3.8	0.4	6.7	-4.0	0.7	104.0
CCN1C(=O)[C@H]2[C@@H](c3ccc(-c4cc(C(C)=O)cs4)cc3)N[C@@](Cc3ccccc3)(C(=O)OC)[C@H]2C1=O	-6.4	4.6	-0.6	13.4	-2.6	1.3	28.1	-4.7	-2.1	95.0
C=CCOC(=O)C(C#N)c1nc2ccccc2nc1N1CCN(Cc2ccccc2)CC1 (centres undefined)	2.4	0.0	0.1	5.8	-8.7	4.1	-0.6	-5.7	0.3	108.0
CC1CN(CCCCOc2ccc(Cl)c3ccccc23)CC(C)O1 (centres undefined)	3.6	5.9	0.9	0.0	-3.4	-1.9	-6.6	-5.3	32.3	94.0
CCCc1cc(=O)oc2cc(OCc3ccc(OC)cc3)c(Cl)cc12	17.1	2.2	2.8	-8.3	2.7	-0.2	-12.3	-0.3	9.3	97.0
COc1ccccc1CC(=O)OCC(=O)N1CCN(c2ccc(F)cc2)CC1	4.5	-2.9	-0.8	1.4	0.0	-2.9	2.5	-4.8	-2.1	96.0
COCCNC(=O)Cn1nc(C(F)(F)F)c(Cl)c1C	-3.3	-1.4	0.6	11.9	1.6	3.1	-0.2	-6.7	-0.3	100.0
O=C(NCC1CCCO1)C1CCCN(S(=O)(=O)c2cc(Cl)ccc2Cl)C1 (centres undefined)	0.9	-1.7	-2.9	1.0	2.6	0.3	-0.8	-3.0	-2.1	90.0
O=S1(=O)N=C(N/N=C/c2cccs2)c2ccccc21	-5.3	1.3	-1.9	3.2	-3.7	2.5	9.1	-0.1	-9.9	95.0
O=C(NCCCn1ccnc1)c1csc2ccccc12	5.2	9.1	-0.9	13.7	-1.1	1.7	4.7	-8.0	-0.4	98.0
COCCC(=O)N1CCC(Oc2ccc(C(=O)N3CCC(N(C)C)C3)cc2)CC1 (centres undefined)	0.9	3.0	-1.6	1.5	-2.1	-0.6	-1.3	-5.2	-0.2	99.0
CC1CN(C(=O)CN2C(=O)NC(C)(c3ccccc3)C2=O)CC(C)O1 (centres undefined)	-2.1	2.6	-1.9	2.2	4.1	1.9	3.2	-4.9	-2.6	98.0
Cc1cccc(C(=O)OCC(=O)N2c3ccccc3CC2C)c1C (centres undefined)	1.0	-7.5	0.1	-1.4	-5.1	1.3	-5.3	-10.1	-1.9	91.0
Cc1ccc(-c2nnn(CC(=O)NCC3CC3)n2)o1	-4.0	2.3	-1.7	2.5	2.9	1.0	12.7	-5.2	-1.8	96.0
O=C(Nc1ccc(Cl)cc1)c1csc(COCCO)n1	-0.9	-4.5	1.8	18.7	0.4	-1.2	-5.5	-5.5	5.3	103.0
CN(CCOc1ccc(Cl)cc1)Cc1cccc(S(=O)(=O)N(C)C)c1	2.7	0.2	-0.4	1.0	-5.8	-2.3	-11.2	-3.6	49.1	86.0
COc1ccccc1/C=C1/C(=O)N(c2ccc([N+](=O)[O-])cc2)N=C1C	-12.0	2.9	-1.1	0.8	7.1	1.1	1.7	-4.2	-17.9	100.0
CC1(C)CC(=O)c2cnc(N)nc2C1	-2.6	-0.1	-2.9	5.6	0.6	1.9	-1.6	-4.2	-0.1	93.0
CCNc1nc(NCC)nc(C(=O)NN)n1	-1.0	-0.4	-0.8	2.6	0.8	1.5	3.2	-4.5	0.0	99.0
CCCC(=O)Nc1nc2c(c(=O)[nH]1)CCCC2	-2.4	4.3	-2.0	18.3	0.6	1.7	0.3	.	4.4	88.0
CCn1c(SCC(=O)c2ccc(Cl)cc2)nnc1-c1cccs1	-0.6	-0.8	-1.7	3.7	1.7	7.1	-0.6	-2.6	-1.1	86.0
O=C(Nc1ccnn1C1CCN(Cc2cc(Cl)ccc2O)CC1)C1CC1	-8.4	3.3	-0.7	1.2	-3.9	-2.2	-3.1	-1.8	0.0	95.0
CC(C)NC(=O)C1CCN(C(=O)c2ccc(-c3ccccc3)cc2)CC1	-4.0	4.3	1.3	6.5	-3.5	2.1	4.5	-4.6	0.4	115.0
CCOC(=O)C1=C(CC)Nc2ccccc2N/C1=N\S(=O)(=O)c1ccccc1F	8.3	-2.8	-0.3	14.3	-1.8	-1.0	-4.1	-2.5	-0.3	96.0
COc1ccc(NC(=O)CN2CCC(C(N)=O)(N3CCCCC3)CC2)cc1	1.7	-4.2	-0.7	-0.8	0.5	1.0	6.6	-7.2	0.1	97.0
COC(=O)C1C(=O)OC(C)(C)C1C(C)C(=O)c1ccccc1 (centres undefined)	-0.7	-2.4	-1.8	4.2	-5.0	-1.3	3.9	-9.2	10.3	98.0
Cc1ccc(C)c(C(=O)COc2ncnc3ccccc23)c1	3.3	-6.6	-0.7	2.4	-2.1	6.3	-5.6	-0.7	-0.2	98.0
C=C1c2cc(C)ccc2NC(=O)N1c1ccccc1	6.0	-4.3	-2.1	10.7	0.1	0.3	0.7	-0.3	-1.3	98.0
CCN(CC)CCn1c(N)nc2ccccc21	3.9	-4.5	1.0	16.1	4.3	0.2	6.1	-0.3	2.7	98.0
O=C(NC1CCCC1)C1c2ccccc2OCC(=O)N1Cc1ccccc1 (centres undefined)	.	-1.2	.	.	-13.5	.	.	-2.5	2.4	100.0
CCNC(=O)C(C)NC(=O)C1=NN(c2ccccc2)C(=O)CC1 (centres undefined)	10.0	-7.2	0.3	6.2	-0.7	0.7	2.3	-3.3	-2.8	98.0
Cc1ccc(C(=O)O)cc1NS(=O)(=O)c1ccc2c(c1)oc(=O)n2C	2.7	1.8	0.1	18.9	11.3	2.5	3.5	-19.1	3.1	105.0
Cc1cc(C)cc(-n2c(SC(C)C(=O)NCc3ccc4c(c3)OCO4)nc3ccccc3c2=O)c1 (centres undefined)	-11.0	-5.8	1.6	13.7	-3.0	0.1	-1.3	-13.4	-4.5	99.0
Nc1nonc1-n1nnc(C(=O)N/N=C/c2ccccc2F)c1CN1CCc2ccccc21	-3.6	1.6	-2.8	1.6	0.0	1.0	-0.4	-2.6	-0.1	103.0
CC(=O)c1cccc(N(CC(=O)N2CCCC2)S(C)(=O)=O)c1	2.2	1.6	0.1	3.5	7.6	1.2	0.3	-10.2	2.4	96.0
C[N+](C)(CCOc1ccccc1)Cc1ccccc1	-8.7	-7.3	-1.2	8.7	35.4*	1.0	8.6	-5.6	-2.1	106.0
CCOC(=O)c1c(C)n(C)c2cc([N+](=O)[O-])c(O)c([N+](=O)[O-])c12	-4.9	-2.9	-2.8	-1.8	4.1	-0.6	-3.1	-14.7	3.1	103.0
CC12CC(NC(=O)N1c1cccc(C(=O)N3CCN(c4ccccc4)CC3)c1)c1ccccc1O2 (centres undefined)	0.8	1.2	-2.5	-5.3	-0.7	-0.6	11.6	-3.1	-3.7	89.0
CCN(CC)c1ccc(NC(=O)c2cncc(Br)c2)cc1	17.9	7.0	0.0	-7.4	-0.6	-5.4	1.9	.	-0.2	92.0
Cc1cc(OCC(=O)N(C)C)c2c(-c3ccccc3)cc(=O)oc2c1	.	-0.2	-1.6	-8.0	2.8	-3.3	-4.1	-1.8	-3.9	100.0
CCN(CC)S(=O)(=O)c1ccc(C)c(NC(=S)Nc2cccc(S(=O)(=O)N3CCCCCC3)c2)c1	2.8	-18.1	-1.7	-2.6	-1.8	-0.9	-7.9	-2.4	-2.7	96.0

For reference, 5 of the compounds above:
molecule	PDI turbidity	ABHD5 PLIN5 PPI	MC4R barr agon	MC4R antagonist	HTR2A ag	Glyco luc inh	H9c2 protect	CaV13 FRET inh	Exocytosis inh	ABCB6 inh MLPCN
O=C(NC1CCCC1)C1c2ccccc2OCC(=O)N1Cc1ccccc1 (centres undefined)	.	-1.2	.	.	-13.5	.	.	-2.5	2.4	100.0
CCNC(=O)C(C)NC(=O)C1=NN(c2ccccc2)C(=O)CC1 (centres undefined)	10.0	-7.2	0.3	6.2	-0.7	0.7	2.3	-3.3	-2.8	98.0
Cc1ccc(C(=O)O)cc1NS(=O)(=O)c1ccc2c(c1)oc(=O)n2C	2.7	1.8	0.1	18.9	11.3	2.5	3.5	-19.1	3.1	105.0
Cc1cc(C)cc(-n2c(SC(C)C(=O)NCc3ccc4c(c3)OCO4)nc3ccccc3c2=O)c1 (centres undefined)	-11.0	-5.8	1.6	13.7	-3.0	0.1	-1.3	-13.4	-4.5	99.0
Nc1nonc1-n1nnc(C(=O)N/N=C/c2ccccc2F)c1CN1CCc2ccccc21	-3.6	1.6	-2.8	1.6	0.0	1.0	-0.4	-2.6	-0.1	103.0
